Source: PubChem
Growth percent in the NCI-60 one-dose screen (48 h, 10 µM unless noted): 100 = growth as untreated, 0 = no growth, -100 = all killed.
SW-620 – SW-620 colon cancer. hit rate 5.2% among 82,000. AID 1794795
HT29 – HT29 colon cancer; hit rate 7.4% among 81,000; AID 1794748
KM12 – KM12 colon cancer cells. hit rate 5% among 82,000
SNB-75 – SNB-75 CNS cancer; AID 1794750; hit rate 5% among 79,000
HCT-15 – HCT-15 colon cancer. hit rate 5.2% among 82,000
HCC-2998 – HCC-2998 colon cancer | AID 1794799 | hit rate 4.7% among 79,000
COLO 205 – COLO 205 colon cancer; hit rate 7.3% among 79,000
HCT-116 – HCT-116 colon cancer; hit rate 7.3% among 82,000
SNB-19 – SNB-19 CNS cancer cells. hit rate 2.5% among 81,000
* marks the source's active call; other numbers are inactive results; / = not tested or not shown; & = joins results of further samples; [ ] = another dose, or the depositor's remark. Rule for the calls: active = growth percent below 10; inactive = the rest. Outcome played no part in choosing rows (roughly 10% active in at least one column).

SMILES | SW-620 | HT29 | KM12 | SNB-75 | HCT-15 | HCC-2998 | COLO 205 | HCT-116 | SNB-19
Cn1c([N+](=O)[O-])cnc1C=C1C(=O)c2ccccc2C1=O | 29 | 56 | 68 | 51 | 23 | 88 | 42 | 21 | 85
O=C(O)CCC(=O)/C=C/c1ccc([N+](=O)[O-])cc1 | 106 | 98 | 103 | 102 | 106 | 107 | 112 | 102 | 106
CCN(CC)CCN1CC(O)=C(c2nc(-c3ccc(Cl)cc3)cs2)C1=N | -56* | -18* | 34 | 47 | -13* | -71* | -58* | 1.5* | 66
O=C(O)C(Br)C(O)c1ccccc1 (centres undefined) | 110 | 111 | 107 | 96 | 109 | 101 | 127 | 106 | 113
NC(=O)c1cc(-c2csc(-c3cc(Cl)cc(Cl)c3Cl)n2)ccc1O | 103 | 95 | 90 | 90 | 98 | / | 94 | 103 | 107
CCCC(O)c1ccccc1C (centres undefined) | 103 | 103 | 99 | 96 | 106 | 105 | 107 | 99 | 107
Cc1ccc(S(=O)(=O)c2ccc3[nH]c(=O)nc(N)c3c2)cc1 | 111 | 96 | 104 | 90 | 101 | 90 | 101 | 103 | 98
CCO/C=N/C1=C(C#N)C(c2ccc([N+](=O)[O-])cc2)c2sc3c(F)cccc3c2O1 (centres undefined) | 88 | 87 | 95 | 85 | 78 | 91 | 83 | 76 | 90
COC(=O)CCCCCCCCCCCCO | 109 | 113 | 108 | 103 | 102 | 121 | 129 | 101 | 102
O/N=C\c1c(-c2ccccc2)[nH]c2ccccc12 | 98 | 70 | 91 | 65 | 73 | 95 | 106 | 87 | 107
N#C/C(=C/c1cccc(Oc2ccccc2)c1)c1ccccc1 | 111 | 79 | 100 | 107 | 98 | 101 | / | 91 | 103
CCOC(=O)c1c(NC(=O)c2cc(Cl)nc(Cl)c2)sc2c1CCN(C(=O)OC(C)(C)C)C2 | 103 | 110 | 116 | 84 | 103 | 104 | 121 | 98 | 97
CCOC(=O)CC1NN=c2n(nc3n(-c4ccccc4)c(=O)/c(=C\c4ccc(OC)cc4)n23)C1=O (centres undefined) | 105 | 110 | 98 | 90 | 109 | 111 | 104 | 109 | 99
Cc1cc(N)ncc1[N+](=O)[O-] | 107 | 104 | 114 | 89 | 91 | 106 | 120 | 103 | 99
COc1cc([C@H]2c3c(O)c(O)c4oc5ccccc5c(=O)c4c3[C@@H]3C=C(C)CC(C)(C)[C@H]23)c2c(=O)c3ccccc3oc2c1O | 49 | 42 | 28 | 16 | 25 | 49 | 62 | 26 | 50
Cc1ccc(S(=O)(=O)OCCCc2cn(-c3ccccc3F)nn2)cc1 | 99 | 104 | 102 | 91 | 102 | 111 | 109 | 100 | 99
C(=N\Nc1ccccn1)/c1ccccn1 | 37 | 19 | 30 | / | 43 | 19 | 35 | 4.7* | 40
COc1ccc(-c2cc(-c3cccs3)n3c(C)nnc3c2C#N)cc1 | 110 | 111 | 106 | 90 | 102 | 105 | 115 | 96 | 95
Cn1c(O)c(/C=C2\C=c3ccccc3=N\C2=N\c2nccs2)c(=O)n(C)c1=O | 48 | 73 | 89 | 80 | 76 | 97 | 86 | 59 | 82
C#CCN1CCC2(CC1)N(Cc1cn([C@@H]3O[C@H](CO)[C@@H](O)[C@H](O)[C@H]3O)nn1)C(=O)c1ccccc1N2CC#C | 98 | 100 | 103 | 89 | 111 | 104 | / | 96 | 98
CSSSC | 108 | 104 | 99 | 83 | 106 | 100 | 112 | 92 | 104
O=[N+]([O-])c1c(O)c(Cl)cc(Cl)c1Cl (tested in a mixture with another compound) | 109 | 108 | 114 | 108 | 110 | 116 | 104 | 108 | 106
Cc1cc(C)c(C(=O)c2ccccc2C(=O)O)c(C)c1 | 106 | 106 | / | 95 | 96 | 130 | 114 | 102 | 105
CC(O)C(N)C(=O)O (centres undefined) | 100 | 107 | 101 | 93 | 96 | 114 | 114 | 99 | 99
O=C(NNC(=O)c1ccc(NC(=O)c2ccccn2)cc1)Nc1ccc(Cl)cc1 | 101 | 104 | 107 | 82 | 99 | 113 | 116 | 100 | 82

Already shown: ten of the compounds above.
SMILES | SW-620 | HT29 | KM12 | SNB-75 | HCT-15 | HCC-2998 | COLO 205 | HCT-116 | SNB-19
Cc1ccc(S(=O)(=O)OCCCc2cn(-c3ccccc3F)nn2)cc1 | 99 | 104 | 102 | 91 | 102 | 111 | 109 | 100 | 99
C(=N\Nc1ccccn1)/c1ccccn1 | 37 | 19 | 30 | / | 43 | 19 | 35 | 4.7* | 40
COc1ccc(-c2cc(-c3cccs3)n3c(C)nnc3c2C#N)cc1 | 110 | 111 | 106 | 90 | 102 | 105 | 115 | 96 | 95
Cn1c(O)c(/C=C2\C=c3ccccc3=N\C2=N\c2nccs2)c(=O)n(C)c1=O | 48 | 73 | 89 | 80 | 76 | 97 | 86 | 59 | 82
C#CCN1CCC2(CC1)N(Cc1cn([C@@H]3O[C@H](CO)[C@@H](O)[C@H](O)[C@H]3O)nn1)C(=O)c1ccccc1N2CC#C | 98 | 100 | 103 | 89 | 111 | 104 | / | 96 | 98
CSSSC | 108 | 104 | 99 | 83 | 106 | 100 | 112 | 92 | 104
O=[N+]([O-])c1c(O)c(Cl)cc(Cl)c1Cl (tested in a mixture with another compound) | 109 | 108 | 114 | 108 | 110 | 116 | 104 | 108 | 106
Cc1cc(C)c(C(=O)c2ccccc2C(=O)O)c(C)c1 | 106 | 106 | / | 95 | 96 | 130 | 114 | 102 | 105
CC(O)C(N)C(=O)O (centres undefined) | 100 | 107 | 101 | 93 | 96 | 114 | 114 | 99 | 99
O=C(NNC(=O)c1ccc(NC(=O)c2ccccn2)cc1)Nc1ccc(Cl)cc1 | 101 | 104 | 107 | 82 | 99 | 113 | 116 | 100 | 82

Next results
SMILES | SW-620 | HT29 | KM12 | SNB-75 | HCT-15 | HCC-2998 | COLO 205 | HCT-116 | SNB-19
CCCCCCCCc1cc(Cl)c(O)c(Cl)c1 | 117 | / | 101 | 98 | 115 | 112 | 108 | 103 | 93
CC[N+](C)(CC)CCCC(C)Nc1ccnc2cc(Cl)ccc12 (centres undefined) | 106 | 111 | 102 | 100 | 110 | 119 | 107 | 110 | /
O=C1c2ccccc2C(=O)c2c(N=Nc3sc(=S)n(-c4ccc(O)cc4)c3O)cccc21 | 33 | 33 | 64 | 118 | 33 | 93 | 87 | 20 | 69
Cc1nc(-c2ccc(Cl)cc2)ccc1-c1nnc(SCC(=O)c2ccccc2)o1 | 111 | 108 | 102 | 96 | 100 | 109 | 121 | 105 | 99
COC(=O)CC1CSC(=S)N1c1ccc(F)c(F)c1 (centres undefined) | 102 | 102 | 100 | 80 | 95 | 105 | 105 | 97 | 90
CCc1nc(N)nc(N)n1 | 113 | 99 | 113 | 69 | 98 | 112 | 102 | 105 | 99
C#Cc1cccc(NC(=O)c2cccc(N=C=S)c2)c1 | 98[8.25 µM] | 110[8.25 µM] | 103[8.25 µM] | 77[8.25 µM] | 110[8.25 µM] | 99[8.25 µM] | 117[8.25 µM] | 94[8.25 µM] | 90[8.25 µM]
COc1ccc(/C=N/n2cnc3oc(-c4ccccc4)cc3c2=N)cc1 | 78 | 96 | 84 | 83 | 82 | 102 | 96 | 68 | 94
CCCCCCCCN1CCOCCOCCN(CCCCCCCC)c2nc(Cl)nc(n2)NCCOCCOCCNc2nc(Cl)nc1n2 | 102 | 88 | 100 | 118 | 103 | 112 | 110 | 95 | /
C=C1C(=O)O[C@H]2[C@H]1CC/C(COC(=O)n1ccnc1)=C\CC[C@@]1(C)O[C@@H]21 | 71 | 100 | 105 | 93 | 84 | 104 | 65 | 82 | 99
CCOC(=O)C(C)(C)[N+](=O)[O-] | 93 | 100 | 102 | 97 | 88 | 84 | 102 | 94 | 98
CNC(=O)c1cn(C2CC2)c2cc(N3CCN(C(=O)c4ccccc4)CC3)c(F)cc2c1=O | 96 | 85 | 102 | 87 | 100 | 102 | 105 | 89 | 100
Cc1c(Cc2ccccc2)[n+](=O)c2ccccc2n1[O-] | 105 | 106 | 109 | 107 | 102 | 106 | 108 | 103 | 103
COc1ccc(C2C=C(C)N=C3SC=C(C)N32)cc1 (centres undefined) | 103 | 108 | 118 | 85 | 94 | 104 | 115 | 105 | 98
O=c1[nH]nc(-c2ccccc2)c2c(-c3ccccc3)onc12 | 22 | 22 | 30 | -5.8* | 32 | 35 | 11 | 36 | 50
Cc1ccc(Cc2cnc(NC(=O)c3ccc(-n4cnnn4)cc3)s2)cc1 | 59 | 70 | 43 | 110 | 47 | 57 | 117 | 73 | 90
CCOC(=O)C(C(=O)OCC)C(=O)c1cc(OC)c(OC)c(OC)c1 | 105 | / | 98 | 99 | 104 | 100 | 109 | 94 | 112
CC1=NN(c2nc3ccccc3n3c(C)nnc23)C(=O)C1 | 102 | 119 | 104 | 87 | 103 | 111 | 111 | 105 | 100
CCNC(=O)c1[nH]cc(-c2ccccc2)c1-c1cc(OC)c2c(c1OC)OCO2 | 98 | 112 | 121 | 91 | 103 | 104 | 111 | 91 | 99
NCc1c(Cl)c(Cl)c(Cl)c(CN)c1Cl | 106 | 124 | 102 | 96 | 98 | 95 | 99 | 97 | 104
CCCCCCCCCCC(CN(C)C)C(=O)c1ccccc1 (centres undefined) | 102 | 63 | 89 | 79 | 82 | 97 | / | 68 | 83
Cn1c(N)cc(=O)n(C)c1=S | 103 | 106 | 105 | 102 | 106 | 92 | 95 | 108 | 105
COc1ccc(-c2[nH]nc(N)c2-c2ccccc2)c(O)c1 | 108 | 114 | 103 | 89 | 109 | 116 | 107 | 97 | 111
CCOc1ccccc1-c1cc(-c2cccs2)c(C#N)c(=O)[nH]1 | 81 | 120 | 84 | 46 | 57 | 92 | 114 | 92 | 86
Cc1ccc(S(=O)(=O)Nc2ccc3ccccc3c2)cc1 | 94 | 101 | 89 | 67 | 93 | / | 95 | 95 | 90
(listing goes on)
SMILES | SW-620 | HT29 | KM12 | SNB-75 | HCT-15 | HCC-2998 | COLO 205 | HCT-116 | SNB-19
Cc1ccc2c(c1)CCCN2 | 94 | 100 | 103 | 69 | 107 | 123 | 97 | 103 | 96
COc1cc2nccc(Oc3ccc(NC(=O)C4(C(=O)Nc5ccc(F)cc5)CC4)cc3)c2cc1Oc1ccc(N)cn1 | 37 | 9.7* | 3.7* | -12* | 28 | 72 | 8.9* | 41 | 54
O=[N+]([O-])c1ccc(N=Nc2c(S(=O)(=O)O)cc3cc(S(=O)(=O)O)cc(O)c3c2O)cc1 | 103 | 106 | 119 | 115 | 112 | 96 | 107 | 117 | 135
CCN(CCCNC(=O)Cc1cc(=O)oc2cc(N(C)C)ccc12)CCNc1ccnc2cc(Cl)ccc12 | 75 | 19 | 93 | 89 | 83 | 80 | 68 | 53 | 91
OCCc1ccccn1 | 96 | 103 | 101 | 74 | 104 | 117 | 103 | 102 | 91
Nc1n[nH]c(CC(=O)NCc2ccccc2)n1 | 109 | 101 | 113 | 91 | 114 | 103 | 108 | 111 | 103
O=C(O)CNC(=O)Nc1ccccc1 | 108 | 101 | 117 | 95 | 102 | 91 | 119 | 90 | 89
CCOC(=O)C1=NC(CO)C(=O)N(c2ccccc2)N1 (centres undefined) | 103 | 103 | 103 | 96 | 100 | 93 | 122 | 104 | 100
COc1cccc(C2Cc3ncncc3-c3nc(N)c4cncnc4c32)c1 (centres undefined) | 86 | 79 | 79 | 88 | 58 | 108 | / | 84 | 87
COc1cc(C(=O)Oc2cccc(CN3CCCCC3)c2)cc(OC)c1OC | 92 | 101 | 102 | 75 | 94 | 102 | 115 | 99 | 109
Cc1nc(Cl)nc(N)c1[N+](=O)[O-] | 90 | 96 | 105 | 98 | 83 | 103 | 97 | 91 | 102
O=C1N=C(c2ccccc2)C(c2ccccc2)N1 (centres undefined) | 115&108 | 89&100 | 96&104 | 86&88 | 104&93 | 101&105 | 113&104 | 93&90 | 106&101
COc1ccc(-c2cc(-c3cnccn3)nc(N)c2C#N)cc1OC | 104 | 89 | 101 | 106 | 101 | 103 | / | 82 | 102
CC(C)C1OC1(C)C#N (centres undefined) | 100 | 105 | 103 | 86 | 98 | 107 | 112 | 98 | 101
CC1(C)OCC([C@H]2O[P@](=O)(c3ccccc3)[C@@H](NCc3ccccc3)[C@H]3OC(C)(C)O[C@H]32)O1 (some centres undefined) | 109 | 102 | 113 | 148 | 96 | 96 | 112 | 99 | 96
O=[N+]([O-])c1c(Cl)cc(Cl)cc1Cl | 105 | 109 | 113 | 94 | 106 | 103 | 118 | 101 | 104
COc1ccc(-c2cc(-c3ccc(Cl)cc3)c(C#N)c(=O)n2CCCCC(=O)Nc2ccccc2N)cc1 | 72 | 21 | 39 | 23 | 19 | 68 | 20 | 24 | 70
COc1ccc(Cc2sc3nc(=O)c4cn(C)nc4n3c2C)cc1 | 111 | 108 | 98 | 105 | 111 | 109 | 114 | 96 | 111
Clc1ccc(/C=N/c2n[nH]c(Nc3ccccc3)n2)cc1 | 103 | 109 | 103 | 93 | 98 | 92 | 105 | 109 | 93
COc1ccc(C2OC(c3cc(-c4cc5ccccc5o4)nn3-c3ccccc3)=NN2C(C)=O)cc1 (centres undefined) | 107 | 93 | 107 | 88 | 97 | / | 103 | 89 | 91
COc1c(O)c(O)cc2c3c(oc12)CC(c1ccc(N(C)C)cc1)CC3=O (centres undefined) | 106 | 91 | 97 | 103 | 79 | 102 | 123 | 84 | 93
CCC(=O)Oc1ccc(/C(=C(/C)Cc2cccc(OC)c2)c2ccc(OCCN(C)C)cc2)cc1 | 74 | 44 | 86 | / | 48 | 95 | 102 | 72 | 93
COc1cc(OC)c(/C=C\C(=O)c2ccccc2O)c(OC)c1 | 93 | 95 | 83 | 99 | 84 | 97 | 116 | 71 | 103
CCCCC[C@H](O)c1ccccc1[C@H]1O[C@@H](CCC(=O)OC)[C@H](O)[C@@H]1I | 104 | 96 | 100 | 99 | 100 | 103 | 115 | 102 | 99
COc1ccc2c(c1)cn1c3ccc(O)cc3nc(N)c21 | 27 | 21 | 27 | 15 | 18 | 23 | 9.9* | 18 | 27
